GPR55 beta-arrestin – selective activators of receptor GPR55 – imaging, U2OS cells, beta-arrestin-GFP redistribution, primary screen (AID 1961); U2OS GPR55 beta-arrestin-GFP redistribution imaging; higher % means a stronger effect; activation, % at 10 µM, or EC50 in µM where a hit was titrated; 290,000 compounds, 0.048% hits;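 active = activation above 40% with more than 50 cells counted in the well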;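 note: U2OS osteosarcoma cells stably expressing GPR55 and beta-arrestin-GFP; plate controls were DMSO negative control for no effect and LPI positive control for full effect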
KOR beta-arrestin-1 – kappa opioid receptor blockers – cell-based, luminescence, uHTS (AID 1778). KOR beta-arrestin recruitment, luminescence, antagonist mode; higher % means a stronger effect. inhibition, % at 10 µM, or IC50 in µM where a hit was titrated. 290,000 compounds, 0.091% hits; note: strong numbers were not always called active
Yfh1-depleted yeast – enhancers of respiration in Yfh1-depleted yeast, dose response, Friedreich's ataxia, plus single-dose screen (AID 1465); S. cerevisiae Yfh1-off respiration, WST-1 reduction, 72 h; higher fold induction means a stronger effect; fold induction at 50 µM; hits with a dose series show EC50 in µM; 220,000 compounds, 0.074% hits;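 active = fold induction of absorbance versus untreated yeast above a set limit, then at least 30% activation at any dose in follow-up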;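 note: activators that raise dye reduction in frataxin-depleted yeast; strong numbers were not always called active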
ER stress rescue – rescue of cells from ER stress-induced death, primary screen, 384-well, CSM14.1, thapsigargin, ATP luminescence (AID 1222); 190,000 tested, under 10 active; CSM14.1 thapsigargin-induced death rescue, ATP luminescence; higher % means a stronger effect; cellular ATP content (survival), % at 20 µM; hits with a dose series show EC50 in µM;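 active = EC50 below 50 µM in the dose-response confirmation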;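 note: death triggered by thapsigargin at about 15 µM added after 2 h compound pretreatment; cell ATP read after overnight thapsigargin exposure of roughly 18 to 22 hours; normalized against plate controls of thapsigargin alone and 5% DMSO vehicle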
TNAP activation fold – stimulation of alkaline phosphatase TNAP activity – biochemical, luminescent, no phosphate acceptor, uHTS, primary screen (AID 1001). purified TNAP, luminescent activation assay, no phosphate acceptor; higher activation fold means a stronger effect. activation fold at 20 µM; hits with a dose series show EC50 in µM. 200,000 compounds, 0.03% hits; in the data active = activation fold from about 3, or a potency from the dose series; inactive = the rest, 99 in 100 with activation fold below about 1.6; note: many of its hits are not listed in these tables
NOD1 inhibition – NOD1 signaling inhibitors, primary screen, cell-based, luminescence, uHTS (AID 1578); NOD1-driven NF-kB luciferase reporter cells, luminescence; higher % means a stronger effect; 290,000 compounds, 1% hits; inhibition, % at 4 µM, or EC50 in µM where a hit was titrated; in the data active = inhibition mostly above about 36%, no sharp cut-off; inactive = mostly below about 34%;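 note: HEK-293T reporter cells stimulated with the NOD1 agonist gamma-tri-DAP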
KOR beta-arrestin-2 – kappa opioid receptor activators – cell-based, luminescence, uHTS, primary screen (AID 1777). KOR beta-arrestin recruitment, luminescence; higher % means a stronger effect. one-dose activation, % at 10 µM; EC50 in µM for titrated hits. 280,000 compounds, 0.02% hits; in the data active = activation above about 50%, passing the limit was not always enough; note: a part of the inactive calls stands beside numbers as strong as those of hits
NTR1 agonist – NTR1-driven beta-arrestin-GFP spot formation – imaging, U2OS cells, high content, primary screen (AID 493036); P30989; agonist mode; activation, % at 20 µM; 330,000 compounds, 0.17% hits;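 active = activation at or above 40% of the spot to cytoplasm intensity ratio, with at least 20 cells analyzed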;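 note: 0% = DMSO without peptide and 100% = 100 nM NTR1 peptide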
Target sequence (P30989 whole entry, looked up): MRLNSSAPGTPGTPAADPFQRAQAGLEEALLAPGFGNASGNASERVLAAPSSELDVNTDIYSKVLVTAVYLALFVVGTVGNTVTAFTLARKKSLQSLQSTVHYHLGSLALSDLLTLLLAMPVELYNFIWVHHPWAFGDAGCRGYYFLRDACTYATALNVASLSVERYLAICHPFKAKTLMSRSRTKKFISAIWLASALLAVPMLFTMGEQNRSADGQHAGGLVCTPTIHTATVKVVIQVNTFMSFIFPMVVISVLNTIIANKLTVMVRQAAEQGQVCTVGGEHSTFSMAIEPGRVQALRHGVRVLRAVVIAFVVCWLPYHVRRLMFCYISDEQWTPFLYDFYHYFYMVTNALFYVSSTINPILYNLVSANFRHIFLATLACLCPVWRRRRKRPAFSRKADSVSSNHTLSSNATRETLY
NOD2 inhibition – inhibition of NOD2-driven NF-kB reporter – cell-based, luminescence, uHTS, HEK293 (AID 1566); HEK293 NOD2/NF-kB luciferase reporter, luminescence; higher % means a stronger effect; inhibition, % at 4 µM; hits with a dose series show EC50 in µM; 290,000 compounds, 0.63% hits; note: many of its hits are not listed in these tables
NTR1 agonist cell count 20 µM – recorded beside NTR1 agonist, whose call it bears; cell count; measured here: cell count, cytotoxicity flag
* = called active by the depositor; i = inactive; / = no result given; [ ] = remark or other dose. Cut-off read from the data, not from the text of the source, unless noted: active = inhibition above about 50%; inactive = the rest.

entry	compound	NOD1 inhibition	NOD2 inhibition	ER stress rescue	NTR1 agonist cell count 20 µM	NTR1 agonist	Yfh1-depleted yeast	KOR beta-arrestin-2	GPR55 beta-arrestin	TNAP activation fold	KOR beta-arrestin-1
1	COc1ccc(C(=O)c2c(C)c3ccccc3n2CC(O)CNC(C)C)cc1 (stereo not drawn)	46.5%	8.7%	-1.8%	70	0.6	i	1.7%	0.1%	0.9	-65.8%
2	O=C(O)c1cc(-c2ccccc2)n(-c2ccc(Cl)cc2Cl)n1	0.2%	0.3%	/	77	0.1	/	-2.7%	0.4%	/	22.4%
3	O=C(Nc1c(S(=O)(=O)c2ccccc2)csc1Br)c1ccccc1Cl	0.8%	14.1%	/	38	3.4	i	-4.7%	1.4%	/	-2.7%
4	Clc1ccc(Nc2ncn[nH]2)c(Cl)c1	10.3%	-7.2%	-1.6%	36	0.3	i	-5.2%	-0.1%	1.2	-24.2%[20 µM]
5	CCOC(=O)c1c(C)[nH]c(C(=O)COC(=O)C(C)N2C(=O)C3CCCCC3C2=O)c1C (stereo not drawn)	15.5%	19.1%	-0.2%	57	3.2	i	1.6%	0.0%	1	20.6%
6	CCOc1ccc(/C(O)=C2/C(=O)C(=O)N(CCOCCO)C2c2ccc(F)cc2)cc1 (stereo not drawn)	-21.7%	-3.4%	-0.9%	33	-1.0	i	6.7%	0.3%	1.1	-27.7%
7	CCNC(=O)n1nccc1C(C)Oc1ccc(Cl)cc1 (stereo not drawn)	-5.3%	-0.6%	-4.7%	88	-5.0	i	-1.2%	0.2%	1	-1.3%
8	CC(=O)Cc1nsc(Nc2ccc(F)cc2)n1	-41.5%	-2.6%	-1.2%	45	1.2	i	-1.1%	0.1%	1.2	6.7%
9	CC(C)C(=O)NC(=S)N1CCc2ccccc21	-40.2%	8.6%	-0.9%	67	-0.9	i	2.0%	0.1%	1.1	-2.1%
10	COc1ccc(C2CC(C(F)(F)F)n3nc(C(=O)NCCCn4ccnc4)cc3N2)cc1OC (stereo not drawn)	/	-8.4%	-3.1%	59	-2.2	i	-0.1%	-0.1%	1	-19.6%
11	Cc1ccc2nc3c(cc(C(=O)NC4CCS(=O)(=O)C4)n3Cc3ccccc3)c(=O)n2c1 (stereo not drawn)	32.2%	15.6%	/	74	-0.9	/	9.1%	0.8%	/	-36.5%
12	Cc1cc(O)c(C(C)C)cc1N=Cc1ccccc1O	2.4%	16.0%	/	51	4.7	i	1.1%	0.4%	/	30.6%
13	CCOc1ccc(C2/C(=C(\O)c3ccc4c(c3)OCCO4)C(=O)C(=O)N2Cc2cccnc2)cc1OCC (stereo not drawn)	-42.4%	11.6%	/	70	0.1	/	0.3%	-0.2%	/	-6.6%
14	COc1ccc(Cl)cc1NC(=O)c1cnc2n(c1=O)CCS2	1.4%	-15.8%	-0.6%	94	2.5	i	-4.6%	-0.1%	1.1	-8.3%
15	COc1ccc(C(=O)N2CCN(C3CCCCC3)CC2)c(OC)c1	8.9%	7.5%	0.8%	40	1.1	i	4.8%	-0.1%	1	21.8%
16	CCCS(=O)(=O)n1nc(-c2ccc(OC)cc2OC)cc1N	-29.5%	10.7%	0.8%	100	-1.9	/	2.3%	0.4%	1.1	35.4%
17	Cc1ccc(-n2c(Cn3c(C)nc4ccccc43)n[nH]c2=S)cc1	28.4%	13.1%	-4.5%	74	0.3	i	3.6%	-0.4%	1	-21.7%
18	CN(C)Cc1c(O)ccc2ccccc12	-2.3%	21.9%	/	66	-0.9	i	2.3%	-0.2%	/	-0.3%
19	CC1C(=O)N(Cc2ccc(F)cc2)c2ccccc2N1C(=O)c1c(F)cccc1F (stereo not drawn)	43.5%*	-8.6%	/	108	5.5	/	8.5%	0.0%	/	-20.7%
20	N/C(Cn1cncn1)=N\OC(=O)c1ccc(Cl)cc1Cl	-11.0%	-6.0%	/	89	0.1	i	-2.2%	-0.3%	1	-5.1%
21	Cc1ccc(S(=O)(=O)NC(C)C(c2cccs2)N2CCOCC2)cc1 (stereo not drawn)	0.9%	4.2%	-0.1%	80	2.3	i	1.6%	0.1%	1	12.4%
22	Nc1ccc(Cl)c(S(=O)(=O)Nc2ccccc2Cl)c1	-37.3%	-3.7%	0.1%	64	1.0	i	-4.8%	0.7%	1.1	22.8%
23	CCn1c(NC(C)=O)nc2ccccc21	5.1%	7.9%	-3.2%	48	-0.5	i	-1.7%	-0.2%	1	-23.5%
24	Cc1ccc(-n2c(C)cc(C(=O)CN3C(=O)C(=O)N(C4CCCC4)C3=O)c2C)cc1	-19.3%	21.0%	0.0%	60	2.5	i	2.0%	0.1%	1	3.5%
25	O=C(CCC(=O)OCCCC(F)(F)C(F)(F)F)NC1CCCCC1	/	7.5%	/	50	2.3	i	3.5%	-0.1%	1	13.1%
26	Cc1cc(Cl)ccc1OCCCC(=O)N1CCCCC1	-67.1%	-107.1%	0.2%	47	-0.7	i	6.6%	0.5%	1	2.6%
27	CCc1ccc(S(=O)(=O)Nc2c(NC3CCCCC3)c3ccccc3oc2=O)cc1	-10.5%	46.3%	/	58	2.8	/	-1.3%	-0.1%	/	-1.1%
28	CC(C)COc1ccc(C(=O)OCCN2CCOCC2)cc1	-1.7%	0.7%	-0.6%	/	/	i	-3.3%	-0.1%	1.1	-38.3%
29	COCCn1c(SCc2ccc(F)cc2)nc2ccccc2c1=O	-10.7%	-1.2%	/	76	3.4	/	-0.8%	0.2%	/	23.8%
30	FC(F)(F)c1cccc(NC(=S)N2CCCC2)c1	5.4%	24.2%	/	76	0.2	/	-8.4%	0.0%	/	3.5%

Some of these compounds in order of SMILES length, rising.
entry	compound	NOD1 inhibition	NOD2 inhibition	ER stress rescue	NTR1 agonist cell count 20 µM	NTR1 agonist	Yfh1-depleted yeast	KOR beta-arrestin-2	GPR55 beta-arrestin	TNAP activation fold	KOR beta-arrestin-1
6	CCOc1ccc(/C(O)=C2/C(=O)C(=O)N(CCOCCO)C2c2ccc(F)cc2)cc1 (stereo not drawn)	-21.7%	-3.4%	-0.9%	33	-1.0	i	6.7%	0.3%	1.1	-27.7%
10	COc1ccc(C2CC(C(F)(F)F)n3nc(C(=O)NCCCn4ccnc4)cc3N2)cc1OC (stereo not drawn)	/	-8.4%	-3.1%	59	-2.2	i	-0.1%	-0.1%	1	-19.6%
11	Cc1ccc2nc3c(cc(C(=O)NC4CCS(=O)(=O)C4)n3Cc3ccccc3)c(=O)n2c1 (stereo not drawn)	32.2%	15.6%	/	74	-0.9	/	9.1%	0.8%	/	-36.5%

(cont.)
entry	compound	NOD1 inhibition	NOD2 inhibition	ER stress rescue	NTR1 agonist cell count 20 µM	NTR1 agonist	Yfh1-depleted yeast	KOR beta-arrestin-2	GPR55 beta-arrestin	TNAP activation fold	KOR beta-arrestin-1
31	Cc1cccc(-c2ncc(CN3CCN(CC(C)C)C(CCO)C3)cn2)c1 (stereo not drawn)	-20.2%	2.0%	1.9%	60	-0.3	i	-4.0%	0.2%	1	-16.7%
32	O=C(Nc1cccnc1)c1ccc(COc2ccccc2Br)cc1	-8.4%	-13.6%	/	57	4.9	/	-4.5%	0.0%	/	-4.3%
33	Cc1nc(Nc2ccccc2)sc1C(=O)c1ccccc1	-2.8%	-23.4%	/	48	4.7	i	1.1%	0.3%	/	5.4%
34	COC(=O)c1c(-c2ccccc2)csc1NC(=O)c1c(-c2ccccc2)noc1C	19.0%	-5.0%	-4.6%	70	9.2	i	-4.8%	-0.3%	1.1	16.2%
35	O=C(NCc1n[nH]c(=S)n1-c1ccc(Cl)c(Cl)c1)c1ccco1	-17.1%	10.1%	/	51	0.0	/	3.3%	-0.2%	/	-7.9%
36	CC(C)c1nc2c([nH]1)c(=O)n(C)c(=O)n2C	5.3%	18.2%	/	74	-1.7	i	0.0%	0.3%	/	0.2%
37	CC(=O)Nc1c(Nc2ccccc2)c2ccccc2oc1=O	-38.9%	-11.7%	1.7%	26	0.9	i	/	-0.1%	1.1	-9.0%[20 µM]
38	CSc1ccccc1NC(=S)Nc1cccc(C(F)(F)F)c1	21.8%	-10.1%	-1.9%	85	0.6	i	9.6%	-0.1%	1	-58.1%
39	Nc1c(C(=O)N/N=C/c2ccc([N+](=O)[O-])cc2)sc2nnc(-c3ccccc3)c(-c3ccccc3)c12	-1.1%	2.9%	/	57	-0.2	i	-3.7%	-0.2%	/	21.8%
40	COc1ccc(CNC(=O)C2CCN(c3nc(OC)nc(OC)n3)CC2)cc1	13.0%	15.4%	5.1%	51	-0.3	i	7.7%	-0.1%	1.1	-11.1%
41	Cc1ccccc1NC(=O)Nc1nnc(CC(=O)NCc2ccccc2)s1	-12.6%	14.7%	0.9%	55	15.7	i	2.9%	-0.3%	1.2	14.1%
42	CCc1cc(-c2nnc(SCC(=O)NC3CC3)n2C)cs1	4.4%	8.9%	/	41	0.1	/	4.6%	0.7%	/	15.1%
43	Cc1ccc(-n2c(C)cc(C(=O)OCC(=O)N(C)C3CCS(=O)(=O)C3)c2C)cc1 (stereo not drawn)	-13.4%	14.8%	-0.1%	80	-1.2	i	-3.4%	-0.3%	1	-28.1%
44	Cc1ccc(NC(=O)c2cc(N3C(=O)C=CC3=O)ccc2Cl)cc1C	50.1%	9.1%	-0.2%	52	-0.2	i	0.4%	-0.2%	1.1	19.4%
45	COc1ccc(OC)c(C(c2nnnn2Cc2ccccc2)N2CCN(C3CCCCC3)CC2)c1 (stereo not drawn)	-41.9%	-23.1%	/	50	-0.1	i	-4.0%	-0.1%	1.1	1.8%
46	COCCn1c(-c2ccco2)nc2nc3ccccc3nc21	-21.5%	4.1%	/	42	-1.8	/	-3.7%	-0.2%	1.1	22.3%
47	C[C@H](NC(=O)C1CC(=O)N(c2ccc3c(c2)OCCO3)C1)C(=O)NC1CCCC1 (stereo partly drawn)	-2.3%	11.3%	/	49	1.7	/	-3.9%	-0.2%	/	-7.0%
48	COc1ccc2c(c1)CC/C2=N\OC(=O)c1cccc(C)c1	-51.5%	-34.4%	-5.2%	54	1.9	i	0.7%	0.4%	1.1	-15.0%

Given with each value named: part of the list above.
41. Cc1ccccc1NC(=O)Nc1nnc(CC(=O)NCc2ccccc2)s1
  NOD1 inhibition: -12.6%	NOD2 inhibition: 14.7%	ER stress rescue: 0.9%	NTR1 agonist cell count 20 µM: 55	NTR1 agonist: 15.7	Yfh1-depleted yeast: i	KOR beta-arrestin-2: 2.9%	GPR55 beta-arrestin: -0.3%	TNAP activation fold: 1.2	KOR beta-arrestin-1: 14.1%

42. CCc1cc(-c2nnc(SCC(=O)NC3CC3)n2C)cs1
  NOD1 inhibition: 4.4%	NOD2 inhibition: 8.9%	ER stress rescue: /	NTR1 agonist cell count 20 µM: 41	NTR1 agonist: 0.1	Yfh1-depleted yeast: /	KOR beta-arrestin-2: 4.6%	GPR55 beta-arrestin: 0.7%	TNAP activation fold: /	KOR beta-arrestin-1: 15.1%

Screening data deposited in PubChem by several laboratories.

An excerpt, so the mix of outcomes need not match the whole.
